p53null 32C kill – kills p53 null cells at the permissive temperature | H1299-neo p53 null cells, ATP luminescence, 24 h, 32C | actives 0.62% (n = 55,000) | AID 903 | Potency, µM (series often up to 46.1 µM), inactives show at the top dose activity change, negative = cytotoxicity, hits mostly cytotoxic;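 note: 0% = DMSO only and -100% = full killing by 100 µM tamoxifen; nearly all actives have a fitted effect of over 55% in size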
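Luminescent ATP readout gave cell viability of p53-null H1299-neo cells after a 24 h compound exposure at the permissive 32C. Titrations ran up to 46 uM, and AC50s were fitted with the standard Hill equation.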
p53null 39C kill – p53 null cell cytotoxicity, nonpermissive temperature; H1299 p53-null (neo) cells, 39C, ATPlite viability, 24 h; Potency, µM (doses to about 46.1 µM), for the others: at the top dose activity, negative = cell killing, hits mostly cytotoxic; actives 0.97% (n = 55,000);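 note: 0% = DMSO only and -100% = full killing by 100 µM tamoxifen; nearly all actives have a fitted effect of over 50% in size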
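H1299 lung cancer cells, p53-null (H1299-neo) or expressing p53 A138V (H1299-p53A138V), were plated overnight at 37C, then exposed to compounds at up to 46 uM for 24 hr at 39C. Viability was read by ATP-based luminescence.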
* hit, by the source's call; ? = inconclusive; [ ] = another dose, or the depositor's remark. Calls come from the whole dose curve; as a rule, active = well fitted cell-killing curve with a large enough effect; inconclusive = small, poorly fitted or top-dose-only effect; inactive = no such curve, though single readings can be large or run the other way. Potency is the fitted concentration of half-maximal effect. The list is partial; the hit share may differ from the screen's.

A first look, 5 compounds:
SMILES	p53null 32C kill	p53null 39C kill
CCS(=O)(=O)N1CCC(C(=O)Nc2cc(Cl)ccc2O)CC1	-1%	9%
Cc1ccc(N2CCCn3c2cc(C)c(C#N)c3=O)cc1Cl	1%	16%
O=C(NCc1ccccc1)C(c1ccccc1)N(Cc1ccc2c(c1)OCO2)C(=O)Cc1cccs1 (configuration not stated)	2%	1%
C[C@H](NC(=O)Nc1cccc(C(F)(F)F)c1)C(=O)O	-1%	14%
CN(Cc1ccccc1)C(=O)CN(c1ccc(F)cc1)S(=O)(=O)c1ccc2c(c1)OCCO2	3%	-9%

Main list, from the first entry:
SMILES	p53null 32C kill	p53null 39C kill
CCS(=O)(=O)N1CCC(C(=O)Nc2cc(Cl)ccc2O)CC1	-1%	9%
Cc1ccc(N2CCCn3c2cc(C)c(C#N)c3=O)cc1Cl	1%	16%
O=C(NCc1ccccc1)C(c1ccccc1)N(Cc1ccc2c(c1)OCO2)C(=O)Cc1cccs1 (configuration not stated)	2%	1%
C[C@H](NC(=O)Nc1cccc(C(F)(F)F)c1)C(=O)O	-1%	14%
CN(Cc1ccccc1)C(=O)CN(c1ccc(F)cc1)S(=O)(=O)c1ccc2c(c1)OCCO2	3%	-9%
O=C(Nc1ccc(F)cc1)c1cccnc1N1CCOCC1	-2%	26%
C=CCN(CC=C)CC(=O)Nc1ccc(S(N)(=O)=O)cc1	2%	10%
CC(=O)N/C(=C\c1ccccc1Cl)C(=O)O	1%	-10%
CC1CN(C(=O)c2ccc(CNS(=O)(=O)c3cccc(C(F)(F)F)c3)cc2)CC(C)O1 (configuration not stated)	-1%	-3%
CC(C)N(c1nnc(N)s1)C(C)C	6%	19%
Cc1cc(C)c(N=C2CCCN2Cc2ccccc2)c(C#N)c1	-5%	2%
O=c1n(Cc2ccccc2F)c2ccccc2n1Cc1ccccc1F	-1%	-22%
CN=C1SC(CC(=O)Nc2sc3c(c2C#N)CCCC3)C(=O)N1C (configuration not stated)	-8%	-10%
COc1ccc(-n2c(=O)cc(N3CCc4ccccc43)[nH]c2=O)cc1	4%	12%
CCOC(=O)c1c(C)[nH]c(C(=O)COC(=O)CNC(=O)c2ccc(Cl)cc2)c1C	1%	17%

Given with bars between the fields: 2 of the compounds above
Molecule | p53null 32C kill | p53null 39C kill
O=C(Nc1ccc(F)cc1)c1cccnc1N1CCOCC1 | -2% | 26%
C=CCN(CC=C)CC(=O)Nc1ccc(S(N)(=O)=O)cc1 | 2% | 10%

Additional entries
SMILES	p53null 32C kill	p53null 39C kill
Cc1ccc(C2NC(=O)NC(O)(C(F)(F)F)C2C(=O)c2cccs2)o1 (configuration not stated)	-6%	-6%
Cc1nn(C)cc1CNC(=O)c1cccc(Br)c1	-2%	-10%
NC(=O)CN1C(=O)C(O)(CC(=O)c2ccccc2O)c2ccccc21 (configuration not stated)	3%	27%
CCCC1O[C@@H]2CC3C4CCC5=CC(=O)C=C[C@]5(C)C4C(OC(C)=O)C[C@]3(C)[C@]2(C(=O)COC(C)=O)O1 (some centres not stated)	-13%	-7%
CCC(=O)Nc1nn(C)c2nc3c(C)cccc3cc12	5%	-18%
COc1cccc(C(=O)CSc2nc3ccccc3n2CC(=O)N(C(C)C)C(C)C)c1	8%	0%
Cc1ccc(-n2nnnc2SCC(=O)N2CCc3ccccc3C2)cc1	-4%	-27%
Cc1noc(C)c1CSc1nnc(C)c(=O)[nH]1	9%	-6%
O=C(NCC1CCCO1)c1ccc(S(=O)(=O)N2CCC(c3nc4ccc(Cl)cc4[nH]3)CC2)cc1 (configuration not stated)	-4%	-3%
CC(/C=C/c1ccccc1)=N/NC(=O)c1cnccn1	11%	32%
COC(=O)C1=C(C)Nc2nnnn2C1c1ccccc1Cl (configuration not stated)	8%	14%
COc1ccc(/C=N/NC(=O)Nc2nonc2N)cc1	-12%	20%
Cc1ccc(-c2csc(SCC(=O)Nc3cc(C)on3)n2)cc1	-6%	4%
O=C(OCc1ccccc1)/C(=C/c1cccc2ccccc12)NC(=O)c1ccccc1	-2%	-3%
COc1ccc(/C=N/NC(=O)CCN2CCN(c3ccccc3)CC2)c(OC)c1OC	0%	7%
CCOc1ccc2[nH]c(=O)c(CN(CC3COCCO3)C(=O)C3CC3)cc2c1 (configuration not stated)	-9%	3%
O=C(Nc1cc(S(=O)(=O)N2CCCCC2)ccc1O)c1ccccc1NS(=O)(=O)c1ccc(F)c(F)c1	1%	16%[1.84 µM]
CC(C)=C1SC(N2CCN(c3ccc(C)cc3)CC2)=NC1=O	-1%	1%
O=C(NCc1ccccc1)C(c1ccc(F)cc1)N(Cc1ccc2c(c1)OCO2)C(=O)Cn1nnc(-c2cccs2)n1 (configuration not stated)	3%	8%
CCc1nc(SCc2ccccn2)c2c(=O)n(C)c(=O)n(C)c2n1	7%	8%
CCCCC(=O)NC(c1cccc([N+](=O)[O-])c1)c1c(OC(C)=O)ccc2ccccc12 (configuration not stated)	4%	-1%
CN(C)[C@@H]1CCC[C@@H]1OC(=O)C(c1ccccc1)c1ccccc1	-4%	-1%
COc1ccc(NC(=S)N/C(=N/CS(=O)(=O)c2ccccc2)c2ccccc2)cc1	-4%	-3%
CN1CCC(N(C)C(=S)NC(=O)C23CC4CC(CC(C4)C2)C3)CC1	-6%	-1%
C/C(=N\NC(=O)CN1CCN(Cc2ccc(C)cc2)CC1)c1ccncc1	-10%	-2%
CCOc1ccc(C(C)(C)C)cc1S(=O)(=O)n1nc(C)cc1C	0%	-4%
Fc1ccc(C2CC(c3ccco3)n3ncnc3N2)cc1 (configuration not stated)	7%	15%
CN(C)c1ccc(C=Nc2ccc(N(C)C)cc2)cc1	-27%	?
CC(=O)c1cnc(N(C)C)s1	-4%	6%
CC(=O)CC(C)(C)S(=O)(=O)c1ccc(NC(C)=O)cc1	-2%	3%

Reformatted as labelled records: entries from further up.
> COc1ccc(/C=N/NC(=O)Nc2nonc2N)cc1
  p53null 32C kill = -12%	p53null 39C kill = 20%
> O=C(Nc1cc(S(=O)(=O)N2CCCCC2)ccc1O)c1ccccc1NS(=O)(=O)c1ccc(F)c(F)c1
  p53null 32C kill = 1%	p53null 39C kill = 16%[1.84 µM]
> NC(=O)CN1C(=O)C(O)(CC(=O)c2ccccc2O)c2ccccc21 (configuration not stated)
  p53null 32C kill = 3%	p53null 39C kill = 27%

Continued:
SMILES	p53null 32C kill	p53null 39C kill
CC(=O)Nc1sc2c(c1C(N)=O)CCC2	5%	0%
CCOC(=O)c1ccccc1NC(=O)c1ccc2c(=O)n3c(nc2c1)CCCCC3	2%	24%
Cn1c(=O)c2c(ncn2CC(=O)N/N=C/c2ccc(Br)s2)n(C)c1=O	1%	18%
CCOc1ccc(OCCSc2nc3ccccc3[nH]2)cc1	-3%	-1%
O=C(ON=C1CCN(S(=O)(=O)c2ccccc2)CC1)c1ccc(Cl)cc1	-1%	20%
Fc1ccc(-c2nnc(-c3ccc(Cl)cc3Cl)o2)cc1	6.3µM*	11µM*
Cc1nn(CCC(=O)NNC(=S)Nc2ccc(F)cc2)c(C)c1[N+](=O)[O-]	-5%	-3%
CCn1nnnc1SCC(=O)Nc1ccc(OC)cc1	-7%	-4%
CCCCCNC(=O)CCc1ccccc1	-4%	-12%
COCCOC(=O)c1[nH]c2c(c1C)C(=O)CC(c1ccccc1)C2 (configuration not stated)	11%	1%
COc1ccc(-n2c(Cc3ccccc3)nnc2SCC(=O)N2CCCc3ccccc32)cc1	12%	6%
COc1ccccc1C1NC(=O)NC(C)=C1C(=O)OC1CCCCC1 (configuration not stated)	10%	11%
O=C(CCn1c(=O)sc2ccccc21)NCc1ccco1	6%	-15%
COc1ccccc1OCC(=O)Nc1ccccc1C(=O)NCc1ccco1	4%	19%
COc1cc(S(=O)(=O)N2CCCCC2)ccc1NC(=O)c1ccccc1Cl	-3%	-9%

Three records picked at random from the list so far:
SMILES	p53null 32C kill	p53null 39C kill
COc1cc(S(=O)(=O)N2CCCCC2)ccc1NC(=O)c1ccccc1Cl	-3%	-9%
Fc1ccc(-c2nnc(-c3ccc(Cl)cc3Cl)o2)cc1	6.3µM*	11µM*
COc1ccccc1OCC(=O)Nc1ccccc1C(=O)NCc1ccco1	4%	19%

Remaining list, next part
SMILES	p53null 32C kill	p53null 39C kill
Cc1cc(N2CCN(c3ccccc3)CC2)nc(N)n1	3%	0%
CCOC(=O)c1nnn(-c2ccccc2)c1C	2%	49%[activator]
C/C(=N\OCC(=O)Nc1cc(C)cc(C)c1)c1ccc2c(c1)OCCO2	-4%	20%
C/C(=N\O)c1ccc(N2C(=O)C3CC=C(Cl)CC3C2=O)cc1 (configuration not stated)	18%	25%
O=C(Nc1ccc2nc3n(c(=O)c2c1)CCCC3)c1cccc([N+](=O)[O-])c1	6%	9%
CCCC1(C(=O)OCC)NC(c2ccc(OC)cc2OC)C2C(=O)N(c3ccccc3)C(=O)C21 (configuration not stated)	-17%	-6%
CCN(C(=O)CSc1nnc(Nc2ccccc2C)s1)C1CCS(=O)(=O)C1 (configuration not stated)	-2%	18%
Brc1ccccc1OCCCN1CCOCC1	-1%	-9%
Cc1onc(-c2ccccc2Cl)c1C(=O)Nc1ccccc1	4%	24%
CCN(CC)c1ccc(/C=N/OCC(=O)N2CCCc3ccccc32)cc1	14%	11%
CCOC(=O)C1=NN(c2ccc(OC)cc2)C(c2ccccc2)CC1=O (configuration not stated)	-1%	-11%
CCCn1c2c(c(O)c(C(=O)NCCCN(CC)CC)c1=O)CCCC2	-16%	2%
C=CCc1c(C)nc(SC)nc1Nc1ccccc1	-4%	-1%
CCCOc1ccc(C2=NNC(c3cccs3)=Nc3ccc(OC)cc32)cc1	-4%	-1%
COc1ccc(NC2c3ncccc3C(=O)N2Cc2ccccc2)c(OC)c1 (configuration not stated)	-3%	1%
Cc1cc(C)c2oc(=O)cc(CN3CCOCC3)c2c1	7%	-3%
Cc1cc(N2CCN(c3ccc(F)cc3)CC2)nc(-c2ccccc2)n1	0%	5%
Cc1cccc(CC2S/C(=N/c3ccccn3)NC2=O)c1 (configuration not stated)	-7%	8%
CCc1nnc(NC(=O)c2ccc(S(=O)(=O)N(CC)CC)cc2)s1	7%	6%
N#Cc1ccc(NC(=O)COC(=O)CSc2nnc(-c3ccc(Cl)cc3)o2)cc1	-7%	1%
COc1ccc(CNC(=O)c2ccc(C)o2)cc1	-10%	34%
O=C(Nc1cccc2ccccc12)N1CCc2ccccc2C1	-1%	2%
CCOC(=O)N=S(=O)(Oc1ccc([N+](=O)[O-])cc1)c1ccc(Cl)cc1 (configuration not stated)	8%	4%
COc1ccc(C(=O)/C=C/c2cn(CC(O)CN3CCOCC3)c3ccccc23)cc1 (configuration not stated)	-7%	-13%
CCC(CC)NC(=O)COC(=O)CCC(=O)c1cccs1	-7%	25%
CCCCCC(C)NC(=O)c1ccoc1C (configuration not stated)	5%	-6%
Cc1ccc2oc(=O)c3cnn(CC(=O)N(CCCN4CCOCC4)Cc4ccco4)c3c2c1	3%	9%
O=C(Cn1ncc2c(=O)oc3ccccc3c21)N1CCc2ccccc2C1	9%	15%
CCOCCOc1nc2c(c(=O)n(C)c(=O)n2C)n1Cc1ccc(C)cc1	1%	23%
CCN1/C(=C2\C(=O)N(C)C(=S)N2C)C=Cc2ccccc21	-9%	0%[1.84 µM]
NC(=O)CSc1nc2ccccc2n1-c1ccccc1	3%	-11%
Cc1c(NC(=O)c2cnn3c2NC(c2ccc(Br)cc2)CC3C(F)(F)F)c(=O)n(-c2ccccc2)n1C (configuration not stated)	-4%	-10%
COc1ccc(NC(=O)C(C/C=C(/C)Cl)C(C)=O)cc1 (configuration not stated)	0%	2%
CCc1ccc(C(C)NC(=O)Cn2cnc3c(=O)n(C)c(=O)n(C)c32)cc1 (configuration not stated)	-2%	-3%
CCn1c(SCC(=O)NNC(=S)Nc2ccc(C)cc2)nnc1-c1ccc(Cl)cc1	5%	-4%
Cc1nnc(N(Cc2ccco2)C(=O)c2ccc(C#N)cc2)s1	-13%	?
CC(NC(=O)CN(C1CCCCC1)S(C)(=O)=O)c1ccccc1 (configuration not stated)	9%	10%
O=C(c1csc2c1CCCC2)N1CCN(c2ccc(F)cc2)CC1	-2%	-13%
Cc1cc(C)cc(OCC(=O)N2N=C(C(F)(F)F)CC2(O)C(C)(C)C)c1 (configuration not stated)	-3%	?
CCOc1ccc(-c2nnc(-c3ccc(OC)cc3)o2)cc1	-11%	3%
CN(c1cccc(NC(=O)COc2ccc(Cl)cc2Cl)c1)S(C)(=O)=O	?	?
COc1ccc(/C=C/C(=O)Nc2ccc(-n3nncc3-c3ccccc3)cc2)cc1OC	1%	8%
CC(C)c1nnc(SCC(=O)Nc2ccc3c(c2)OCO3)n1C	0%	33%
CCCC(C1=C(O)CC(C)(C)CC1=O)C1C(=O)CC(C)(C)CC1=O (configuration not stated)	2%	23%
CCCCNC(=O)C1CCCN1C(=O)NC1CCCCC1 (configuration not stated)	3%	-3%
COc1ccc(N=C/C=C2\C=C(c3ccccc3)OC(C)(C)O2)cc1	-1%	-2%
O=C(CCC1CCCC1)Nc1ccc(OCC(=O)N2CCOCC2)cc1	14µM*	?
O=C(ON=C1CCN(S(=O)(=O)c2ccccc2)CC1)c1cccc(Cl)c1	12%	15%
Cc1onc(-c2c(F)cccc2Cl)c1C(=O)Nc1sc2c(c1C#N)CCC(C(C)(C)C)C2 (configuration not stated)	1%	-10%
CC(C)CC(O)(CC(C)C)C(=O)NNc1ccccc1	12%	5%
COc1ccccc1N1CCN(C2CCN(C(=O)c3cccs3)CC2)CC1	0%	11%
Cc1cc(C)c(NC(=O)C2c3ccccc3Oc3ccccc32)c(C)c1	1%	39%[activator]
Cc1nn(C)c(C)c1CN(C)S(=O)(=O)c1ccc2ccccc2c1	4%	-8%

From PubChem
